BAZ2B inh: BAZ2B (human) inhibition; 4.4% of 360,000 active; Potency, µM (highest dose often 114 µM), inactives show at the highest dose activity change, negative = inhibition, actives largely listed as inhibitors; Q9UIF8; AlphaScreen BAZ2B-H3K14Ac peptide displacement; also: potency is read from the fitted curve at half-maximal effect; % is scaled to controls: 0 for no effect and ±100 for the full control effect; nearly all actives have a fitted effect of over 60% in size
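AlphaScreen luminescence quantifies BAZ2B engagement of H3K14Ac peptide; the protein and biotinylated peptide are both at 50 nM final, buffer PBS pH 7.4 with 0.01% Tween-20, all steps at room temperature.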
GLS inh: blocks human kidney-isoform glutaminase activity. O94925. GLS enzymatic activity, qHTS titration. Potency, µM (doses to about 45.5 µM), without a hit: top-dose activity change, negative = inhibition, hits mostly inhibitors. 0.21% of 410,000 active; also: potency is read from the fitted curve at half-maximal effect; % is scaled to controls: 0 for no effect and ±100 for the full control effect
Target sequence (O94925 whole entry, looked up, canonical isoform): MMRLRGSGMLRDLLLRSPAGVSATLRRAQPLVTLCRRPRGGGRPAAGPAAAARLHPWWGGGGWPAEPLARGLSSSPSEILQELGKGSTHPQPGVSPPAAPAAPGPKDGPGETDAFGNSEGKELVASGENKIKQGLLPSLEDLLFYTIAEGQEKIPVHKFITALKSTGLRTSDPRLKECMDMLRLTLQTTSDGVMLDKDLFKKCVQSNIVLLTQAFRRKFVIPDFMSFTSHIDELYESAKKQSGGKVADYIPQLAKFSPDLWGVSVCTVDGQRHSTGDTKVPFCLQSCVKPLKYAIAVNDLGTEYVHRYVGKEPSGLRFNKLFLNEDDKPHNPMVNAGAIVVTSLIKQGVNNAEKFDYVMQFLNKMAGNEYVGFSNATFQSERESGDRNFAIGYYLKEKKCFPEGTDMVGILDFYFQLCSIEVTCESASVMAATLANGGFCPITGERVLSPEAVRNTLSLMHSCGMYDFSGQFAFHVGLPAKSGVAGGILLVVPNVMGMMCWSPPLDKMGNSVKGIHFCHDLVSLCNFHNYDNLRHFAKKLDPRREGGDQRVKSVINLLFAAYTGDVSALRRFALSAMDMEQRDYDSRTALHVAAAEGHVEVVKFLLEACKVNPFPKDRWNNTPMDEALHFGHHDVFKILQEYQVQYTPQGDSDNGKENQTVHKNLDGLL
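hKGA; 45 mM KH2PO4 pH 8.2 + 0.02% Tween-20; cpd via pin tool; 1 mM Gln soln; GluOx/HRP/Amplex Red; RT 30 min; fluor. t0 & final.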
PI4K2A inh: PI4K2A (human) kinase inhibition; Q9BTU6; purified PI4K2A, ADP-Glo luminescence, 1 h; stronger effect = lower value; activity change, negative = inhibition, % at 76.9 µM; 0.13% of 420,000 active; in the data active = activity change below about -50%; inconclusive = mostly about -30% to -49%;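 also: -100% = wells without enzyme as full effect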
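In this quantitative HTS, ADP production by PI4K2A was quantified luminescently after 1 h at ambient temperature; 100 microM adenosine served as plate-quality control.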
JMJD2A Tudor: JMJD2A Tudor domain (human) inhibition. AlphaScreen JMJD2A-Tudor / H3K4me3 peptide binding. Potency, µM (highest dose often 114 µM), for inactives: at the highest dose activity change, negative = inhibition, usual class: inhibitors. O75164. AID 504339. 4.4% of 390,000 active; also: potency is read from the fitted curve at half-maximal effect; % is scaled to controls: 0 for no effect and ±100 for the full control effect; nearly all actives have a fitted effect of over 50% in size
HP1b chromo inh: HP1-beta chromodomain-methylated histone interaction inhibition. AlphaScreen HP1-beta / biotin-H3K9me3 peptide binding. Potency, µM (doses to about 114 µM), without a hit: at the highest dose activity change, negative = inhibition, actives largely listed as inhibitors. 0.56% of 390,000 active. AID 540317; also: potency is read from the fitted curve at half-maximal effect; nearly all actives have a fitted effect of over 70% in size; inactives centre near 23
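Compound inhibition of the preformed complex between 50 nM HP1-beta and 50 nM biotinylated H3K9me3 peptide was read by AlphaScreen. Buffer was PBS pH 7.4 with 0.01% Tween-20. Incubations ran 30 min at room temperature, with 10 ug/mL donor/acceptor beads.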
PGK inhibitor: inhibitors of T. brucei phosphoglycerate kinase | P07378 | PGK/GAPDH coupled, Kinase-Glo luminescence, 60 min | Potency, µM (doses to about 57.5 µM), inactives show at the top dose activity change, negative = inhibition, usual class: inhibitors | 0.043% of 380,000 active; also: potency is read from the fitted curve at half-maximal effect; % is scaled to controls: 0 for no effect and ±100 for the full control effect; nearly all actives have a fitted effect of over 60% in size
Target sequence (P07378 whole entry, looked up): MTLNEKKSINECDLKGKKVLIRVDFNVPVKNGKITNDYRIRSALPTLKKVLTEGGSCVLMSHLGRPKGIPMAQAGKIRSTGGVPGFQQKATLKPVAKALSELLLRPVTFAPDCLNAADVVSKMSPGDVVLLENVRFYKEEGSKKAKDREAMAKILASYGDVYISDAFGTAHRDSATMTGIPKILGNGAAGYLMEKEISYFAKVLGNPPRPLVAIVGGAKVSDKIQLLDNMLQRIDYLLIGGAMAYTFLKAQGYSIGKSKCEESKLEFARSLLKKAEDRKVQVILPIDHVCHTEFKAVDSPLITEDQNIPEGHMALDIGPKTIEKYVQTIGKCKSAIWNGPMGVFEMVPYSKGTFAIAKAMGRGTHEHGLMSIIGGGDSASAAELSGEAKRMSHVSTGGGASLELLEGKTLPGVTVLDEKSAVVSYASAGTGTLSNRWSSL
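Recombinant glycosomal PGK reaction used 1,3-bisphosphoglycerate generated in-well by GAPDH (100nM final) in 100mM TEA pH 7.6, 5mM MgCl2, 0.01% Tween-20. After 60 minutes at room temperature, ATP was read by Kinase-Glo Plus luminescence end-point.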
G9a block: G9a (human) methyltransferase inhibition; 8.8% of 350,000 active; G9a H3K9 monomethylation, AlphaScreen, 2 h; Q96KQ7; AID 504332; Potency, µM (top dose mostly 102 µM), for the others: at the top dose activity, negative = inhibition, actives largely listed as inhibitors; also: potency is read from the fitted curve at half-maximal effect; % is scaled to controls: 0 for no effect and ±100 for the full control effect; nearly all actives have a fitted effect of over 75% in size
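AlphaScreen detection with an anti-monomethyl H3K9 antibody quantified product after a 2 h room-temperature reaction containing 500 nM biotinylated H3K9 peptide, 20 µM SAM and 20 nM enzyme, which had been preincubated 15 min with compound.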
POLH inh: inhibitors of human DNA polymerase eta; recombinant Pol eta, fluorescent DNA replication assay; Potency, µM (highest dose often 114 µM), for inactives: at the highest dose activity change, negative = inhibition, hits mostly inhibitors; 1.2% of 390,000 active; AID 588591; also: potency is read from the fitted curve at half-maximal effect; % is scaled to controls: 0 for no effect and ±100 for the full control effect
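Pol eta (10 nM) was preincubated with compounds for 15 min at room temperature, after which fluorescent replication substrate (50 nM final) was added to start the reaction. Fluorescence was read kinetically at 0 and 10 min.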
Pin1 inh: blocks the human prolyl isomerase Pin1; Q13526; Pin1 FP peptide displacement, HiFluor488, 10 min; Potency, µM (top dose mostly 115 µM), inactives show at the highest dose activity, negative = inhibition, hits mostly inhibitors; 0.009% of 390,000 active; AID 504891; active = well fitted inhibition curve with a large enough effect in the polarisation, with a control signal flat, not every such curve was filed as active; inconclusive = small, poorly fitted or top-dose-only effect, or effect the other way, or a change in a side signal; inactive = no such curve, though single readings can be large or run the other way; the % refers to the polarisation; also: potency is read from the fitted curve at half-maximal effect; % is scaled to controls: 0 for no effect and ±100 for the full control effect
The depositor's hits bear a star; i = inactive; u = inconclusive; x = not tested or not shown; & = joins results of further samples; [ ] = dose if it differs, or a comment. Unless noted, calls follow the shape of the dose curve; as a rule, active = well fitted curve in the direction sought with a large enough effect; inconclusive = small, poorly fitted or top-dose-only effect, or another doubt; inactive = no such curve, though single readings can be large; an effect the other way counts as inactive or inconclusive. Not all compounds are listed (hit frequency here may not be typical).

SMILES	BAZ2B inh	GLS inh	PI4K2A inh	JMJD2A Tudor	HP1b chromo inh	PGK inhibitor	G9a block	POLH inh	Pin1 inh
Cc1ccc(CNC(=O)c2cnc(N3CCCCC3)c3ccccc23)cc1	26%	-3%	1	21%	51%[activator][57 µM]	-2%	35%[59 µM]	-10%	7%
O=C(NCc1nc(-c2ccc(C(F)(F)F)cc2)no1)c1cccs1	3%	1%	-2	u	8%	-1%	21%	-8%	-1%
Cc1ccc(NC(=S)c2nc3ccccc3[nH]2)c(C)c1	28µM*	5%	-6	u	u	-10%	u	-16%	0%
CCc1ccccc1NC(=O)CSc1nnc(Cn2cnc3ccccc32)o1	-2%	12%	-3	-17%	19%	-2%	15%[59 µM]	4%	-6%
CSc1ccc(S(=O)(=O)Nc2ccc3c(c2)NC(=O)CC3)cc1	-17%	3%	-6	-6%	18%	-4%	-39%	-24%	-4%
O=C(CSc1nnc(NC2CCCCC2)s1)NN1C(=O)NC2(CCCCC2)C1=O	-2%	9%	-3	u	39%	-3%	45µM*	-10%	-2%
CCN(C(=O)CSc1cc(-c2ccccc2)c2ccc(OC)cc2n1)C1CCS(=O)(=O)C1 (stereo not given)	-1%	0%	-2	-26%[57.1 µM]	33%	8%	u	-15%	45%[activator]
N#Cc1ccc(C(=O)Nc2cc(S(=O)(=O)N3CCOCC3)ccc2N2CCCC2)cc1	x	27%	-3	-20%	36%	i	x	-18%	-5%
O=C(O)C1C2C=CC(C2)C1C(=O)NCc1ccco1 (stereo not given)	u	-11%	-7	-4%	32%	-13%	u	50µM*	-18%
O=C(C1CCN(S(=O)(=O)c2ccc(Br)s2)CC1)N1CCc2ccccc21	-2%	3%	1	-9%	13%	-1%	18%[2.33 µM]	-10%	1%
Cc1ccccc1Cn1nc(C)c(NC(=O)c2cc3n(n2)C(C(F)F)CC(C(F)F)N3)c1C (stereo not given)	-1%	3%	3	-13%	23%	6%	-3%[12.7 µM]	-17%	-4%
O=C(NC(=S)N1CCCCC1CO)c1cccs1 (stereo not given)	x	-18%	2	2.8µM*	-32%	-6%	x	4%	1%
CCCCCCN1C[C@@H](n2cc(COC(=O)c3ccccc3)nn2)[C@H](O)C[C@@H]1c1ccccc1	x	5%	-2	x	x	8%	x	-11%	x
COCCN1Cc2cccc(C(=O)Nc3ccc(C)c(F)c3)c2C1=O	x	8%	-3	-8%	46%[activator]	x	-3%[59 µM]	x	6%
COc1ccc(-c2nc3ccc(C(=O)NCC(OC)OC)cc3nc2-c2ccc(OC)c(OC)c2)cc1OC	4%	-4%	-3	2%	55%[activator]	2%	19%	-15%	11%
CC(C)CCc1c(O)nc(SCC(C)C)[nH]c1=O	-30%	-7%	-5	-13%	26%	8%	-32%	-6%	-9%
Clc1ccc(-c2ncc3ccccn23)cc1	u	5%	11	-15%	17%	-9%	3%	1%	0%
Cc1nc(/C(=N/O)C(N)=O)cs1	50µM*	34%[activator]	2	-15%[11.4 µM]	9%	-3%	13µM*	-12%	5%
Cc1c(C)n(C)c2ccc([N+](=O)[O-])cc12	-25%	3%	-5	-26%	7%	-5%	35%[0.501 µM]	-8%	-6%
CCN(CC)CC(C)OC(=O)c1cc(OC)c(OC)c(OC)c1 (stereo not given)	11%	14%	0	3%	29%	4%	22%[59 µM]	0%	-3%
S=c1[nH]c2ccccc2n2cccc12	-1%	1%	0	4%	49%[activator]	-5%	-3%	-13%	-2%
Cc1ccc(NC(=O)CN(c2ccccc2)S(=O)(=O)N(C)C)cc1C	-7%	-1%	0	-9%	36%	i	-43%[59 µM]	-12%	6%
C=CCn1c(SCC(=O)Nc2cc(NC(C)=O)ccc2OC)nnc1-c1ccccn1	79µM*	0%	-5	u	16%	3%	-4%	-8%	-3%
CC(C)(C)OC(=O)N1CCC(c2c(C(=O)N3CCN(C(=O)c4ccco4)CC3)cnn2-c2cccc(Cl)c2)CC1	-20%	3%&-1%	7&0	-20%&-8%	45%&12%[activator]	-1%&8%	7%	-13%&-8%	1%&1%
CCN1C(=O)CCC(C(=O)O)C1c1ccc(OC)cc1 (stereo not given)	-14%	1%	-2	-10%	33%	-5%	11%	-11%	-3%

3 compounds from above, limited to HP1b chromo inh:
| SMILES | HP1b chromo inh |
| --- | --- |
| COCCN1Cc2cccc(C(=O)Nc3ccc(C)c(F)c3)c2C1=O | 46%[activator] |
| COc1ccc(-c2nc3ccc(C(=O)NCC(OC)OC)cc3nc2-c2ccc(OC)c(OC)c2)cc1OC | 55%[activator] |
| CC(C)CCc1c(O)nc(SCC(C)C)[nH]c1=O | 26% |

Later entries
SMILES	BAZ2B inh	GLS inh	PI4K2A inh	JMJD2A Tudor	HP1b chromo inh	PGK inhibitor	G9a block	POLH inh	Pin1 inh
CSc1ccccc1NC(=O)CSCc1ccc(Br)cc1	99%[activator]	-2%	-2	76%[activator]	177%[activator]	-10%	108%[activator][59 µM]	-18%	6%
O=C(NCC1CCN(Cc2ccc(F)cc2)CC1)c1cc2ccc3cccnc3c2[nH]1	1%[57.1 µM]	17%	1	-21%	10%	i	-9%[59 µM]	-10%	1%
COc1ccccc1NC(=O)c1ccccc1NC(=O)c1ccccn1	3%	5%	0	-9%	13%	0%	u	8%	-5%
Cc1ccc(C(=O)C2CCN(CC(=O)Nc3nc(C)cs3)CC2)cc1	u	0%	-2	-11%	3%	i	0%[59 µM]	-16%	-4%
O=C(O)c1cc2cc(Oc3ccccc3)ccc2[nH]1	-27%	-6%	0	-1%	42%[activator]	-1%	u	-16%	-10%
O=C(NCCNC(=O)c1ccccn1)c1ccccc1	-21%	-10%	0	-1%	13%	-10%	-14%	-3%	1%
Cc1ccc(NC(=O)c2ccc(Cl)nc2)cc1	0%	1%	-2	0%	46%[activator]	i	-13%[0.0925 µM]	-9%	0%
Cc1cccc(N(C(=O)Cn2nnc(-c3ccc(C)o3)n2)C(C(=O)NC2CCCC2)c2ccncc2)c1 (stereo not given)	7%	1%	-2	-17%	-11%	-5%	-10%	3%	0%
Cc1ccc(C(=O)Nc2ccc(-c3nc4ccccc4s3)cc2C)cc1C	-8%	4%	0	-12%	12%	-3%	-2%[59 µM]	0%	1%
Cc1cc(C)n(/N=C/c2cccc(O)c2)c(=O)c1C(N)=O	-3%	17%	6	-3%	26%	1%	1%[12.7 µM]	-12%	1%
O=c1cc(N2CCC(Cc3ccccc3)CC2)[nH]c(=O)n1C1CCCCC1	6%	0%	-5	0%	28%	5%	27%	-11%	-2%
COCCCNC(=O)CC1C[C@H](C(=O)N2CCCCC2)[C@@]2(CCc3ccccc3)c3[nH]c4ccc(OC)cc4c3CCN2C1=O (stereo not given in full)	x	10%	0	u	10%	10%	x	-25%	5%
O=C(O)CC/C(=N/NC(=O)c1cccs1)c1ccccc1	11%	12%	1	-10%	29%	-1%	2%[59 µM]	-15%	5%
COC(=O)CNC(=O)/C=C/c1ccc(OC)cc1	6%	0%	2	8%	21%	-10%	23%	-1%	-6%
CCC(NC(=S)NCc1ccc(F)cc1)c1ccc(C(C)C)cc1 (stereo not given)	-24%	-9%	6	-10%	31%	-5%	10%	-19%	-5%
CCc1n[nH]c(=S)n1/N=C/c1c[nH]c2ccc(Br)cc12	-15%	u	1	-20%	25%	-7%	8.9µM*	8%	4%
O=C(Nc1cc(S(=O)(=O)N2CCOCC2)ccc1Cl)c1cc(=O)c2ccccc2o1	10%	-1%	0	-14%	29%	-4%	-3%	-8%	-2%
COc1ccc(OC)c(Nc2nc(-c3sc(N)nc3C)cs2)c1	45µM*	13%	7	50µM*	u	i	32µM*	-4%	19%
CN(C(=O)COc1ccc(Cl)cc1Cl)C1(C)CCS(=O)(=O)C1 (stereo not given)	9%	8%	3	-7%	14%	10%	-6%	2%	-3%
CCN(CC)CCN(C(=O)CCS(=O)(=O)c1ccccc1)c1nc2c(C)cc(C)cc2s1	-3%	6%	2	-23%	15%	-9%	45µM*	-19%	3%
CCOC(=O)C1CCN(Cc2cc(=O)oc3cc(C)c(Cl)cc23)CC1	18%	20%	0	u	16%	i	17%	-12%	-7%
COc1ccc(C(=O)CC(=O)C(=O)NCCc2cccc(C)c2)cc1	-14%	4%	5	-33%	1%	-5%	-1%[59 µM]	-11%	37%[activator]
CC1=Nc2cccc3cccc(c23)N1C	-38%	24%	-6	-25%	u	0%	u	-11%	1%
COc1ccc(C(=O)n2nc(-c3cccnc3)nc2NCc2ccccc2)cc1OC	-10%	-3%	2	-2%	35%	-8%	3%[59 µM]	-10%	-1%
O=C(Nc1cccc([N+](=O)[O-])c1)c1ccc2c(c1)OCCO2	-10%	-6%	2	-12%	7%	-5%	2%[59 µM]	-5%	2%
COc1ccc(CCNC(=O)c2c(O)c3cccc4c3n(c2=O)CC4)cc1	5%	0%	-5	-2%	55%[activator]	-2%	18%[12.7 µM]	-4%	0%
COc1ccccc1CNC(=O)c1ccc(N2CCCC2)c(NC(=O)NCCC(C)C)c1	-17%	1%	1	-11%	19%	3%	12%[59 µM]	-14%	-2%
COc1ccc2c(c1)c(N1CCCC1=O)c(C(=O)Nc1ccccc1C(F)(F)F)n2C	-13%	-3%	2	-2%	44%[activator]	-8%	u	-14%	12%
Cc1nc(C)c(C(=O)N(c2ccc(C)c(C)c2)C(C(=O)NCc2ccco2)c2ccccc2)s1 (stereo not given)	u	17%	1	u	-18%	-6%	-5%[59 µM]	-4%	0%
O=C(CCNC(=O)c1ccc([N+](=O)[O-])cc1)NCc1cccs1	x	-8%	-2	-11%	22%	-9%	x	-14%	1%

Source: PubChem (National Center for Advancing Translational Sciences (NCATS))
